Bioassay records: PubChem, several laboratories
MEP2 TOR yeast – modulators of MEP2-GFP levels in yeast, primary screen, S. cerevisiae, multiplex flow cytometry, MLPCN library | S. cerevisiae MEP2-GFP strain, 3 h; 100% = DMSO control level | hit rate 0.51% among 330,000 | GFP response vs DMSO, % at 10 µM | AID 2016, 2009;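 active means GFP response versus DMSO above a set limit, roughly screen mean plus 3 SD, cut at about 180% in these data; inconclusive means fewer than 70 cells counted for a yeast strain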;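 further: median GFP fluorescence of the barcode-gated MEP2-GFP cells per well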
LAP4-GFP MLPCN – modulators of LAP4-GFP expression in yeast, primary screen, S. cerevisiae, multiplex flow cytometry, MLPCN library; hit rate 0.34% among 320,000; GFP response vs DMSO, % at 10 µM; AID 2023, 2009; 3 h; median GFP as percent of DMSO wells;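 active means GFP response vs DMSO above a set limit, about the screen mean plus 3 SD, cut at about 150% in these data; inconclusive means under 70 cell events counted for the yeast strain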
RPL19A TOR yeast – RPL19A-GFP expression modulators in yeast, primary screen, cell-based, S. cerevisiae, multiplex flow cytometry, MLPCN; hit rate 0.3% among 330,000; S. cerevisiae RPL19A-GFP strain, 3 h; stronger effect = lower value; AID 2025, 2009; percent response vs DMSO, % at 10 µM;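 active means percent response vs DMSO below 50%; inconclusive means fewer than 70 events counted for the yeast strain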;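 further: median channel GFP fluorescence of the barcoded RPL19A-GFP strain; ratio of sample median GFP to plate DMSO average so 100% = DMSO; lower means less RPL19A-GFP as with rapamycin TOR inhibition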
JMJD2C inh – inhibitors of GASC-1 histone demethylase, primary screen, biochemical, fluorescence, DELFIA europium. Lysine-specific demethylase 4C (Homo sapiens), Q9H3R0. GST-JMJD2C(1-420) H3K9me3 demethylation. inhibition, % at 2.35 µM. hit rate 0.069% among 330,000. AID 2099, 2009;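 active means more than half of a compound's replicate wells show inhibition beyond 50%, single wells judged on their own value; inconclusive means some, but no more than half, of replicates pass 50% inhibition; inactive means no replicate passes 50% inhibition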;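 further: signal counts dimethyl H3K9 product captured on neutravidin plate; 0% = median of DMSO wells and 100% = 0.3 times that DMSO median; strong numbers were not always called active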
GRK2 aptamer HTS – compounds blocking aptamer binding on GRK2 – biochemical, human GRK2, bead flow cytometry, HTS, primary screen. AID 488847, 2010. FAM-aptamer displacement from GRK2. hit rate 0.59% among 330,000. Beta-adrenergic receptor kinase 1 (Homo sapiens), P25098. inhibition of aptamer binding, % at 10 µM;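 active means inhibition of aptamer binding above 40%, roughly 3 SD of noise, on plates passing a quality check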;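 further: median bead fluorescence of bound FAM aptamer so fluorescent compounds give negative values; no value below 0 was filed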
Target sequence (P25098 whole entry, looked up): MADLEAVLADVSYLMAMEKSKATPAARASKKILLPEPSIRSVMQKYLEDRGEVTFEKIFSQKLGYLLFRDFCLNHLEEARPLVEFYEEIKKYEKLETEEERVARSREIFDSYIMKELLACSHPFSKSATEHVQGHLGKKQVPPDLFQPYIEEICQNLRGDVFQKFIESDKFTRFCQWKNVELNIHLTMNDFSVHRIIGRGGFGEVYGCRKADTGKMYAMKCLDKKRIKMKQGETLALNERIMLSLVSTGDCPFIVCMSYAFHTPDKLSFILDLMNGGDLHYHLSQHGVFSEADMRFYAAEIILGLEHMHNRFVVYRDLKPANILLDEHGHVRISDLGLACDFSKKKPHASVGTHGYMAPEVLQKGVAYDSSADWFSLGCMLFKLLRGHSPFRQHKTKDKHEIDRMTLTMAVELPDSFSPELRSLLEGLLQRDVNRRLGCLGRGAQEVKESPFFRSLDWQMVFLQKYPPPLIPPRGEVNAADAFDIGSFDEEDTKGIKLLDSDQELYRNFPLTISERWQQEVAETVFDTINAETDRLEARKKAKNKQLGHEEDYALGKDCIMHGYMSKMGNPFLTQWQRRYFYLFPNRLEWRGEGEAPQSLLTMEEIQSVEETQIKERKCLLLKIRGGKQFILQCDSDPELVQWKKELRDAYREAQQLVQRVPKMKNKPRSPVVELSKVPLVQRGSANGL
CIT2 TOR yeast – modulators of CIT2-GFP expression in yeast, primary screen, S. cerevisiae, GFP fusion, multiplex flow cytometry, MLPCN library; GFP response vs DMSO, % at 10 µM; S. cerevisiae CIT2-GFP strain, 3 h; 100 means same as DMSO wells; AID 2029, 2009; hit rate 0.065% among 320,000;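 active means GFP response relative to DMSO above a set limit, near the screen mean plus 3 SD, cut at about 150% in these data; inconclusive means Fewer than 70 cells measured for a yeast strain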;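 further: ratio of well median GFP fluorescence to mean of DMSO wells on the plate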
AGP1 TOR yeast – modulators of AGP1-GFP expression in yeast TOR pathway, primary screen, cell-based, multiplex flow cytometry, S. cerevisiae, MLPCN library; hit rate 0.02% among 320,000; 3 h; GFP as percent of DMSO wells; GFP response vs DMSO, % at 10 µM;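 active means GFP response relative to DMSO above a set limit, near screen average plus 3 SD, cut at about 150% in these data; inconclusive means fewer than 70 cells counted for the yeast strain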;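 further: median GFP channel fluorescence of the gated AGP1 strain per well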
VLA-4 inh – inhibition in human VLA-4 binding assay, primary screen, VLA-4 allosteric modulator project, MLPCN library, flow cytometry, VLA-4 expressing cells | Integrin alpha-4 (Homo sapiens), P13612 | ligand binding flow cytometry | inhibition, % (about 7 µM as worked out from the volumes in the protocol) | hit rate 0.2% among 330,000; in the data active means inhibition above about 50%
* = called active by the depositor; ? = inconclusive; · = not tested or not shown; [ ] = another dose, or the depositor's remark. An unsorted share of the library. Share with any hit: about 1.7%.

SMILES | MEP2 TOR yeast | LAP4-GFP MLPCN | RPL19A TOR yeast | JMJD2C inh | GRK2 aptamer HTS | CIT2 TOR yeast | AGP1 TOR yeast | VLA-4 inh
CSc1ccc(CCNC(=O)CCc2nnc3ccc(N4CCCC4)nn23)cc1 | 108 | 110 | 102 | -4 | 0 | 100 | 105 | -22
NC(=O)c1ccc(Nc2ccc3nonc3c2[N+](=O)[O-])cc1 | 105 | 99 | 102 | 24 | 1 | 101 | 102 | 4
CC(C)c1c(C(=O)N/N=C/c2ccc(OCc3ccccc3)cc2)nnn1-c1nonc1N | 99 | 106 | 104 | -10 | 0 | 107 | 104 | -2
COc1cccc2c(=O)c3cccc(N)c3[nH]c12 | 88 | 92 | 98 | -10 | 1 | 90 | 90 | 14
O=C(COc1ccc2ccccc2c1)NNC(=O)c1cnccn1 | 94 | 97 | 98 | 0 | 2 | 93 | 94 | -4
O=C(CCSc1ccccc1)NCC1CCCO1 (centres undefined) | 103 | 100 | 99 | -1 | 2 | 91 | 102 | 2
C=CCN1C(=O)C(O)(CC(=O)c2ccco2)c2cc(Br)ccc21 (centres undefined) | 95 | 98 | 97 | 7 | 0 | 106 | 101 | -6
O=C(CSc1nnnn1C1CCCCC1)Nc1ccc2c(c1)OCO2 | 96 | 93 | 92 | 2 | 4 | 86 | 90 | -5
Cc1onc(-c2c(Cl)cccc2Cl)c1C(=O)N1CCc2ccccc21 | 103 | 104 | 101 | 24 | 2 | 99 | 99 | 16
CC1CC(C)CN(CCCNC(=O)c2ccc3c(c2)N(Cc2ccccc2)C(=O)c2ccccc2S3=O)C1 (centres undefined) | 100 | 87 | 95 | 71 | 0 | 93 | 94 | 8
O=C1OC/C(=C(/O)c2ccc(Cl)cc2)C1=O | 109 | 99 | 100 | 10 | 0 | 105 | 101 | -4
CCCCOc1ccc(C(=O)NCCc2ccccc2)cc1 | 103 | 92 | 103 | 8 | 2 | 98 | 98 | -1
COCCNC(=O)COc1ccc(C)cc1C(=O)c1cc(C#N)c(=O)n(C2CC2)c1 | 63 | 106 | 102 | 3 | 0 | 98 | 81 | 5
C[C@H](CO)N1C[C@H](C)[C@@H](CN(C)C(=O)Nc2ccc3c(c2)OCO3)Oc2c(NC(=O)Nc3ccc(C(F)(F)F)cc3)cccc2C1=O | 95 | 103 | 102 | -1 | 3 | 97 | 102 | -1
Cc1ccc(S(=O)(=O)N2CCOCC2)cc1NC(=O)CSc1nccn1C | 103 | 104 | 105 | 1 | 0 | 99 | 99 | 13
OC(COc1c(F)cc(Br)cc1F)CN1CCN(c2ccc(F)cc2)CC1 (centres undefined) | 105 | 90 | 99 | 0 | 0 | 106 | 104 | 18
COc1ccccc1Nc1ncccc1C(=O)NCc1ccccc1 | 106 | 113 | 99 | 5 | 3 | 105 | 105 | 3
N=c1c2c3c(sc2ncn1Nc1ccccc1)CCC3 | 106 | 119 | 103 | 1 | 0 | 93 | 109 | 16
COc1cccc(/C=N/NC(=O)CCNc2n[nH]c(=O)[nH]c2=O)c1OC | 106 | 101 | 104 | 14 | 1 | 118 | 109 | -5
O=C(NCCCN1CCCC1=O)Nc1ccc([N+](=O)[O-])cc1 | 114 | 97 | 107 | 6 | 5 | 101 | 96 | -5

Next section (2 carried over from the part before).
SMILES | MEP2 TOR yeast | LAP4-GFP MLPCN | RPL19A TOR yeast | JMJD2C inh | GRK2 aptamer HTS | CIT2 TOR yeast | AGP1 TOR yeast | VLA-4 inh
COc1cccc(/C=N/NC(=O)CCNc2n[nH]c(=O)[nH]c2=O)c1OC | 106 | 101 | 104 | 14 | 1 | 118 | 109 | -5
O=C(NCCCN1CCCC1=O)Nc1ccc([N+](=O)[O-])cc1 | 114 | 97 | 107 | 6 | 5 | 101 | 96 | -5
CC1=C([N+](=O)[O-])C(c2ccccc2)C2=C(N1)c1ccccc1C2=O (centres undefined) | 100 | 97 | 93 | 9 | 1 | 93 | 94 | 8
CCN1CNC(=S)N(C(C)c2ccccc2)C1 (centres undefined) | 97 | 82 | 103 | 7 | 0 | 92 | 92 | -2
COc1ccc(CNC(=O)Cn2cc([N+](=O)[O-])cn2)cc1 | 101 | 97 | 98 | -23 | 0 | 98 | 94 | 1
O=C(CN1CCN(S(=O)(=O)c2ccc(F)cc2)CC1)Nc1ccc2c(c1)OCO2 | 90 | 92 | 92 | 13 | 0 | 88 | 92 | -1
Cc1cc(C)cc(OCC(=O)Nc2ccc(N3CCCCC3)cc2)c1 | 102 | 97 | 100 | -5 | 0 | 117 | 101 | -6
Cc1ccc2[nH]c3nc(SCC#N)nnc3c2c1 | 103 | 99 | 104 | -7 | 0 | 103 | 100 | 5
COc1ccc(Cl)cc1NC(=O)CN1C(=O)NC(Cc2c[nH]c3ccccc23)C1=O (centres undefined) | 89 | 92 | 95 | -3 | 3 | 98 | 99 | -1
Cc1cc(C)n2nc(SCC(N)=O)nc2n1 | 100 | 116 | 100 | 3 | 0 | 98 | 109 | -7
CCCCSc1nc(C)cc(SCC(=O)N/N=C/c2cccc(OC)c2O)n1 | 93 | 79 | 96 | -5 | 0 | 102 | 93 | -6
CCCCOc1cccc(C(=O)NC(=S)Nc2cccnc2)c1 | 113 | 111 | 102 | 0 | 0 | 101 | 98 | ·

Rewritten with values under each structure: part of the list above
Results follow in this order: MEP2 TOR yeast | LAP4-GFP MLPCN | RPL19A TOR yeast | JMJD2C inh | GRK2 aptamer HTS | CIT2 TOR yeast | AGP1 TOR yeast | VLA-4 inh
- COc1cccc(/C=N/NC(=O)CCNc2n[nH]c(=O)[nH]c2=O)c1OC
  106 | 101 | 104 | 14 | 1 | 118 | 109 | -5
- O=C(NCCCN1CCCC1=O)Nc1ccc([N+](=O)[O-])cc1
  114 | 97 | 107 | 6 | 5 | 101 | 96 | -5
- CC1=C([N+](=O)[O-])C(c2ccccc2)C2=C(N1)c1ccccc1C2=O (centres undefined)
  100 | 97 | 93 | 9 | 1 | 93 | 94 | 8
- CCN1CNC(=S)N(C(C)c2ccccc2)C1 (centres undefined)
  97 | 82 | 103 | 7 | 0 | 92 | 92 | -2
- COc1ccc(CNC(=O)Cn2cc([N+](=O)[O-])cn2)cc1
  101 | 97 | 98 | -23 | 0 | 98 | 94 | 1

New compounds follow.
SMILES | MEP2 TOR yeast | LAP4-GFP MLPCN | RPL19A TOR yeast | JMJD2C inh | GRK2 aptamer HTS | CIT2 TOR yeast | AGP1 TOR yeast | VLA-4 inh
CCOC1CCCCC1NS(=O)(=O)c1ccc(Cl)cc1 (centres undefined) | 104 | 96 | 101 | 1 | 0 | 99 | 96 | -1
O=C(CSc1ccc([N+](=O)[O-])cc1)NNC(=O)c1ccccc1F | 102 | 98 | 101 | 0 | 1 | 103 | 105 | 2
Cc1cccc(-c2oc3ccc(-c4ccc5c(c4)OCO5)cc3c2/C=C/c2ccc(N)cc2)c1 | 100 | 130 | 97 | -13 | 0 | 86 | 80 | 20
O=C(CSc1ccsc1[N+](=O)[O-])N1CCCCC1 | 105 | 92 | 110 | 0 | 4 | 103 | 98 | 22
COc1cccc(CN(C)CC(=O)Nc2ccccc2C(=O)NC2CC2)c1 | 108 | 105 | 101 | -1 | 0 | 100 | 104 | -7
S=c1nc2ccccc2c2nc(-c3cccnc3)[nH]n12 | 107 | 110 | 100 | 4 | 0 | 97 | 102 | 4
COc1ccc(NC(=O)CSc2nnc(C3CCCCC3)n2N)cc1OC | 98 | 93 | 99 | 2 | 5 | 100 | 99 | -1
O=c1ccc(S(=O)(=O)N2CCCC2)cn1Cc1nc(-c2ccccc2)no1 | 106 | 104 | 99 | · | 0 | 95 | 107 | 1
S=C(Nc1ccccn1)Nc1ccccc1Cl | 92 | 115 | 91 | -4 | 5 | 85 | 87 | 13
CC(=O)Nc1sc(N/N=C/c2ccc(C)cc2)nc1-c1ccc(C)cc1 | 98 | 109 | 101 | 0 | 0 | 89 | 100 | 11
COc1ccc(C(=O)COC(=O)Cc2c[nH]c3ccccc23)c(OC)c1 | 96 | 101 | 95 | -4 | 0 | 104 | 99 | -3
CC1CC(C)CN(S(=O)(=O)c2ccc(C(=O)N(c3ccccn3)C3CCCCC3)cc2)C1 (centres undefined) | 94 | 104 | 101 | -6 | 3 | 98 | 107 | 43
Cc1ccc(-n2c(SCc3nc4ccccc4c(=O)[nH]3)nnc2-c2ccccc2O)cc1 | 100 | 93 | 102 | 0 | 0 | 101 | 101 | -3
FC(F)(F)c1cccc(-c2cc(C3CCNCC3)[nH]n2)c1 | 102 | 117 | 98 | 1 | 0 | 113 | 118 | 8
C/C(=N\OC(=O)c1ccc(F)cc1)c1sc(-c2ccc(Cl)cc2)nc1C | 97 | 96 | 98 | 2 | 0 | 93 | 101 | 3
COc1ccc(CNS(=O)(=O)c2ccc3c(c2)C(C)(C)C(=O)N3C)cc1 | 823*[may fluoresce violet] | 114[may fluoresce violet] | 57[may fluoresce violet] | -4 | 2 | ? | 22[may fluoresce violet] | -4
O=[N+]([O-])c1ccccc1OCCCNCc1ccccc1 | 102 | 100 | 97 | 2 | 0 | 96 | 101 | 3
COc1ccc(C(=O)CSc2nnc(COc3ccccc3)n2Cc2ccco2)cc1 | 103 | 112 | 100 | -9 | 3 | 94 | 100 | 8
COc1cccc(-c2nc(-c3ccccn3)no2)c1 | 98 | 98 | 96 | 1 | 2 | 96 | 92 | 14
COc1ccc(NC(=O)/C=C2\SC(=O)NC2=O)cc1 | 100 | 108 | 92 | 17 | 3 | 94 | 101 | 7
COc1ccccc1OCC(=O)N1CCC2(CC1)CC(=O)c1ccccc1O2 | 100 | 95 | 94 | 0 | 1 | 96 | 97 | 11
CCC(C)NC(=O)CCSc1ccc(C)cc1 (centres undefined) | 105 | 97 | 96 | 11 | 0 | 91 | 97 | 0
O=S(=O)(/N=C(/c1ccc(Cl)cc1)N1CCOCC1)c1ccc(Cl)cc1 | 279*[may fluoresce violet] | 83[may fluoresce violet] | · | 4 | 1 | ? | ? | 2
COc1ccc(C(=O)/C=C(\C)Nc2ccc3c(c2)OCO3)cc1 | 106 | 98 | 100 | 1 | 0 | 96 | 103 | 10
COc1cc2c(cc1NC(=O)CSc1ccc(Cl)cc1)oc1ccccc12 | 97 | 98 | 100 | 11 | 0 | 99 | 99 | 18
COc1ccccc1C(=O)NC(=O)COC(=O)c1nc2nc(C)cc(C)n2n1 | 104 | 107 | 104 | 0 | 0 | 116 | 107 | 6
